TDP1 block: qHTS Assay for Inhibitors of Tyrosyl-DNA Phosphodiesterase (TDP1); actives 0.28% (n = 350,000); Potency, µM (highest dose often 130 µM), inactives show at the top dose activity change, negative = inhibition, most hits filed as inhibitors; recombinant TDP1, AlphaScreen DNA substrate cleavage; Tyrosyl-DNA phosphodiesterase 1 (Homo sapiens), Q9NUW8; further: nearly all actives have a fitted effect of over 40% in size
Target sequence (Q9NUW8 whole entry, looked up): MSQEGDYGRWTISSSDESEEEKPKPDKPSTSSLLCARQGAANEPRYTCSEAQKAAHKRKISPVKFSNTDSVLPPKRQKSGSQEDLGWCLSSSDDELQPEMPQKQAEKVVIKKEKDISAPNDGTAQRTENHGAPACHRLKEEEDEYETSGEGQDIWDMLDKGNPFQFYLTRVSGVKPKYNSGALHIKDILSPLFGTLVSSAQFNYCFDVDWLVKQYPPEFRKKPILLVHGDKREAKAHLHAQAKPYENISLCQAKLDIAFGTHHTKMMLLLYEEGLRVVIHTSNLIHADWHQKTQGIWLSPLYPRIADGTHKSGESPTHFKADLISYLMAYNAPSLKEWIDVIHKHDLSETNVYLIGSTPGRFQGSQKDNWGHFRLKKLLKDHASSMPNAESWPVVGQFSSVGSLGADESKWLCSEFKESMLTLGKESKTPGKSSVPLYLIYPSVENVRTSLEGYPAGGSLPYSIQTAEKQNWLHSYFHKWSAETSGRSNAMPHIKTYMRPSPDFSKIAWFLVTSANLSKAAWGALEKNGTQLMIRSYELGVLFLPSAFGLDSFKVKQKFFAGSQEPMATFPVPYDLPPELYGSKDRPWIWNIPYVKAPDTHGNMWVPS
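E. coli-derived human Tdp1, 1 nM final. Cpd preinc 15 min RT; substrate 15 nM final, 5 min RT; AS bead mix 10 ug/ml final, 10 min RT. Signal loss = tyrosine-FITC cleavage. No-enzyme wells = max signal.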
TDP1 cell noCPT: qHTS for Inhibitors of human tyrosyl-DNA phosphodiesterase 1 (TDP1): qHTS in cells in absence of CPT | DT40 Tdp1-/- hTDP1 cells, no CPT, ATP luminescence, 48 h | actives 15% (n = 420,000) | Potency, µM (titrated, usually from 46.2 µM), for inactives: at the highest dose activity change, negative = growth inhibition, usual class: inhibitors; further: nearly all actives have a fitted effect of over 55% in size
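Compound effects on proliferation are scored in DT40 Tdp1-/-;hTDP1 cells in the absence of CPT. ATP levels (CellTiter-Glo luminescence) are recorded after a ≥48 hr, 37 °C incubation.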
N370S GC: qHTS Assay for Inhibitors and Activators of N370S glucocerebrosidase as a Potential Chaperone Treatment of Gaucher Disease; Lysosomal acid glucosylceramidase (Homo sapiens), P04062; Potency, µM (top dose mostly 59.4 µM), inactives show at the highest dose activity change, negative = inhibition, most hits filed as inhibitors; N370S GC spleen homogenate, 4MU-glucoside fluorescence; actives 0.092% (n = 330,000);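 further: 0% = full enzyme activity and -100% = no enzyme basal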
* marks the source's active call; other numbers are inactive results; ? = inconclusive; · = not tested or not shown; & = joins results of further samples; [ ] = another dose, or the depositor's remark. The call rests on the fitted dose curve; in most records, active means well fitted curve in the direction sought with a large enough effect; inconclusive means small, poorly fitted or top-dose-only effect, or another doubt; inactive means no such curve, though single readings can be large; an effect the other way counts as inactive or inconclusive. Unless noted, on the % scale 0 is the no-effect control and ±100 the full control effect; potency means the concentration at half of the fitted maximal effect.

SMILES	TDP1 block	TDP1 cell noCPT	N370S GC
Cc1ccc(/C(O)=C2\C(=O)C(=O)N(c3cc(C)on3)C2c2cccc(Br)c2)cc1 (configuration not stated)	3%	-7%	-19%
CCN(C[C@H]1N[C@@](C)(C(=O)OC)[C@H]2C(=O)N(C)C(=O)[C@@H]12)C(=O)COc1ccccc1	1%	?	·
C/C(=N\NC(=O)c1cccc(S(=O)(=O)Nc2ccccc2Cl)c1)c1ccco1	6%	?	11%
O=C(Nc1ccccc1N1CCOCC1)c1ccc([N+](=O)[O-])cc1	2%	-14%	-1%
COc1ccc(S(=O)(=O)Nc2cc3c4c(c2)CCN4C(=O)CC3)cc1OC	·	-20%	-1%
Cc1ccccc1NC(C)C(=O)N/N=C/c1c[nH]c2ccccc12 (configuration not stated)	8%	-20%	13%
O=S(=O)(NC1CCCCC1N1CCN(c2ccc(F)cc2)CC1)c1ccc(Cl)cc1 (configuration not stated)	3%	?	-8%
Cc1cc(NC(=O)Nc2cc(F)ccc2C)n(C)n1	·	3%	2%
CCOC(=O)N1CCN(c2nc(-c3ccc(F)cc3)cs2)CC1	3%	?	-5%
CCN(CC)C(=O)Cn1nnc(-c2ccc(C)o2)n1	4%	-18%	4%
COc1ccc(CNC(=O)c2ccncc2)cc1	2%	1%	-2%
COC(=O)c1ccc(CC(=O)c2nc3ccccc3s2)cc1	8%	-19%	0%
FC(F)(F)c1ccc2c3n(nc2c1)CCN=C3c1ccc(Cl)cc1	4%	?	-11%
CC(C)CCN1CC(C(=O)NCCC2=CCCCC2)CC1=O (configuration not stated)	-2%	-15%	-11%
Cc1ccc(C2CC(=O)NC(SCCC(C)C)=C2C#N)cc1 (configuration not stated)	3%	-22%	-5%
CCn1cc(C(=O)Nc2cccc(C)c2)c(=O)c2ccc(C)nc21	0%	·	-18%
CCCCN1CCc2nc(N3CCN(c4ncccn4)CC3)ncc2C1	6%	?	·
Cc1onc(-c2c(F)cccc2Cl)c1C(=O)c1ccccc1	6%	?	-2%
COC(=O)[C@@]1(Cc2ccc(F)cc2)[C@H]2c3cc(C(=O)N4CCCC4)n(CCc4c[nH]c5cc(F)ccc45)c3C[C@H]2CN1C(=O)c1ccccc1	13%	·	-9%
Cc1cccc(NC(=O)C2CCN(C(=O)c3ccc(F)cc3)CC2)n1	·	-6%	2%
CCOc1ccc(OCCSc2ccc(S(=O)(=O)N3CCN(C)CC3)cn2)cc1	7%	?	·
NC(=O)C1CCN(C(=O)CCC(=O)c2cccs2)CC1	0%	0%	·
CC(=O)OCC1OC(C#Cc2ccc(Cl)cc2)C=CC1OC(C)=O (configuration not stated)	3%&3%[21 µM]	·	-3%&-8%[12.8 µM]
Cc1cc(Nc2cccc(O)c2)c2cccc(Br)c2n1	-1%	-28%	·

4 consecutive entries from above, quoted:
SMILES	TDP1 block	TDP1 cell noCPT	N370S GC
FC(F)(F)c1ccc2c3n(nc2c1)CCN=C3c1ccc(Cl)cc1	4%	?	-11%
CC(C)CCN1CC(C(=O)NCCC2=CCCCC2)CC1=O (configuration not stated)	-2%	-15%	-11%
Cc1ccc(C2CC(=O)NC(SCCC(C)C)=C2C#N)cc1 (configuration not stated)	3%	-22%	-5%
CCn1cc(C(=O)Nc2cccc(C)c2)c(=O)c2ccc(C)nc21	0%	·	-18%

Further results follow.
SMILES	TDP1 block	TDP1 cell noCPT	N370S GC
O=C(COC(=O)Cc1ccc(S(=O)(=O)N2CCOCC2)s1)Nc1ccc2c(c1)OCO2	3%	-1%	-3%
CCc1ccc(NC(=O)CSc2nc(CSc3ccc(C)cc3)cc(=O)[nH]2)cc1	1%	-3%	?
COc1ccc(-c2sc3ccccc3c2-c2ccc(OCCN(C)C)cc2)cc1	13%	23µM*	·
Cc1ccc(CN2CCN(/N=C/c3ccc(O)c(O)c3)CC2)cc1	·	4.1µM*	-2%
Nc1cccc(Nc2ncnc3ccccc23)c1	·	-43%	-2%
O=C(C1=C[C@H](c2ccccc2)C[C@H](OCc2ccc(CO)cc2)O1)N1CCN(Cc2ccc3c(c2)OCO3)CC1	4%	21µM*	-17%
O=S(=O)(c1cnccc1N1CCN(/N=C/c2ccccc2)CC1)N1CCCCC1	7%	?	9%
Cc1ccc(NC(=O)CSc2nnc3[nH]c(=O)cc(C)n23)cc1Cl	3%	2%	·
O=C1Cc2cc(NS(=O)(=O)c3ccc(Cl)cc3)cc3c2N1CCC3	-1%	?	-2%
CCC(C)Oc1nc2ccccc2nc1NS(=O)(=O)c1ccccc1 (configuration not stated)	4%	-4%	22%
Cc1ccc2c(c1)N(CCCC(=O)NCCCN1CCCCC1)C(=O)CO2	·	11%	-3%
O=C(OCc1ccccc1Cl)c1ccc(-c2nnn(Cc3ccc(F)cc3)n2)cc1	1%	-2%	·
COC(=O)c1ccccc1NC(=O)/C=N/O	6%	2%	3%
COc1cc(OC)c2c(C)c(Cl)c(=O)oc2c1	5%	-11%	?
Cc1ccc(/C=N/NC(=O)CN(Cc2ccccc2)S(=O)(=O)c2ccc3c(c2)OCCO3)cc1	8%	-29%	6%
COc1ccc2c(c1OC)C(=O)N1N=C(c3ccc(Br)cc3)CC21 (configuration not stated)	2%	?	15%
CCN1C(=O)/C(=C\c2ccncc2)SC1=Nc1ccc(C)c(C)c1	0%	16µM*	7%
COc1ccc2c(c1)OCC(Cc1ccc(OC)c(OC)c1)C2=O (configuration not stated)	-4%[56.1 µM]	13µM*	25%
Clc1ccc(CN2CCC(c3ccccc3)CC2)cc1	·	?	-4%
COc1cc(C(=O)Nc2ncccc2C)ccc1OCC(=O)N1CCOCC1	0%	-2%	·
C[C@H]1CN=C(Nc2ccccc2)N1CC1CCCCC1	·	?	1%
Cc1ccc(/C=C2\Oc3c(ccc(O)c3CN3CCN(C)CC3)C2=O)cc1	5%	?	-4%
Cc1cc(C)c2nc(-n3nc(C)cc3N)cc(C)c2c1	8%	-24%	-16%
O=C(O)c1cccc2cc(-c3ccccc3)oc(=O)c12	·	13%	?
COc1ccc(C(=O)N=c2c(C#N)cc3c(=O)n4cccc(C)c4nc3n2Cc2ccco2)cc1	2%	·	6%
O=[N+]([O-])c1ccc(N2CCN(CC(O)COc3ccccc3)CC2)cc1 (configuration not stated)	·	?	5%
CCOC(=O)CNC(=O)c1ccc(C)cc1	0%	-12%	5%
O=C(CCCn1c(=S)[nH]c2cc3c(cc2c1=O)OCO3)N1CCN(c2ccccc2)CC1	5%	?	5%
Cc1cc(C)c(NC(=O)CCCSc2nnc(N)s2)c(C)c1	4%	?	-6%
COc1ccc(Cl)cc1NC(=O)c1c(NCc2ccc(C)o2)sc2c1CCCC2	2%	21µM*	·
Cc1ccc(OCC(=O)NC2CCSc3ccccc32)cc1 (configuration not stated)	-3%	-25%	17%
CC(C)c1ccc(C2/C(=C(\O)c3ccc4c(c3)OCCO4)C(=O)C(=O)N2CCN2CCOCC2)cc1 (configuration not stated)	1%	23%	0%
CCCCN(C)CCNC(=O)CCn1nc(-c2ccc(C)cc2)ccc1=O	·	-9%	-9%
Cc1cccc(NC(=O)c2oc3ccccc3c2NC(=O)c2cc(=O)c3ccc(C)cc3o2)c1	4%	0%	·
COc1ccc2[nH]c(-c3ccc(C)cc3)cc(=O)c2c1	3%	16µM*	7%
CCN(Cc1ccccc1)C(=O)CCc1nnc(CCCc2ccccc2)o1	·	-24%	-1%
CC(C)CC(=O)c1c[nH]c(C(=O)NCCc2ccccn2)c1	2%	-23%	-4%
C[C@]1(C(=O)NCCc2c[nH]c3ccccc23)C=C[C@@H](Cc2ccccc2)N1C(=O)c1ccccc1	5%&18%	?	18%&-4%
CC(Sc1nnc(N)s1)C(=O)Nc1ccc2c(c1)OCCO2 (configuration not stated)	4%	8%	-1%
CCN(Cc1ccc2c(c1)OCO2)C(=O)CSc1ncnc2sccc12	0%[56.1 µM]	?	·
O=C(CSc1ccc(C(F)(F)F)cn1)Nc1ccccc1	-2%	-2%	3%
COc1cccc(Oc2ccc(S(=O)(=O)N3CCOCC3)cc2[N+](=O)[O-])c1	0%	-16%	·
CCCN1C2=NCCCN2c2ccccc21	-1%	-6%	-5%
COc1ccc(N(C)C(=O)c2ccc3c(Cl)c4c(nc3c2)CCCC4)c(OC)c1	8%	-29%	-8%
O=C(Nc1ccccc1N1CCOCC1)C1=COCCO1	-2%	-20%	1%
COc1ccccc1C1(CC(=O)Nc2nccs2)CCOC(C(C)C)C1 (configuration not stated)	3%	4.6µM*	10%
O=C(OCC(=O)N1CCN(C(=O)c2ccco2)CC1)c1c(Cl)cccc1Cl	1%	-11%	·
CN=c1scc(-c2ccccc2F)n1/N=C(\C)c1cccnc1	8%	?	-14%
CC(C)C[C@@H](CC(=O)N[C@@H](CCCN)CC(=O)N[C@@H]1CCNC[C@H]1C(=O)N[C@H](CC(=O)N[C@@H](CCC(=O)O)CC(=O)O)CC(C)C)NC(=O)[C@@H]1CCCC[C@H]1N	7%	·	-9%
COc1ccc(-c2cc(NCCc3ccncc3)n3ncnc3n2)cc1	7%	-20%	1%
CCCN1Cc2cccc(C(=O)NC(CC(=O)OCC)c3ccc(OCC)c(OC)c3)c2C1=O (configuration not stated)	5%	-16%	-7%
Cc1ccc(NC(=S)N(CCN2CCOCC2)Cc2ccccc2F)cc1Cl	6%	?	-21%
COc1ccc(OCCSc2nnc(-c3ccoc3C)n2C)cc1	3%	?	-3%
C=CCNS(=O)(=O)c1cc2c3c(c1)CCN3C(=O)CC2	1%	4%	-1%
CC1CCN(C(=O)C2COc3ccccc3O2)CC1 (configuration not stated)	2%	-2%	·
Cc1nc([N+](=O)[O-])c(NCCCO)n1Cc1ccccc1	0%	3%	-1%
O=C(CN1C(=O)S/C(=C\C=C\c2ccccc2)C1=O)N1CCOCC1	6%	?	-12%

Structural class, the entries above containing an aryl methoxy group (16)
SMILES	TDP1 block	TDP1 cell noCPT	N370S GC
COc1ccc(S(=O)(=O)Nc2cc3c4c(c2)CCN4C(=O)CC3)cc1OC	·	-20%	-1%
COc1ccc(CNC(=O)c2ccncc2)cc1	2%	1%	-2%
COc1ccc(-c2sc3ccccc3c2-c2ccc(OCCN(C)C)cc2)cc1	13%	23µM*	·
COc1cc(OC)c2c(C)c(Cl)c(=O)oc2c1	5%	-11%	?
COc1ccc2c(c1OC)C(=O)N1N=C(c3ccc(Br)cc3)CC21 (configuration not stated)	2%	?	15%
COc1ccc2c(c1)OCC(Cc1ccc(OC)c(OC)c1)C2=O (configuration not stated)	-4%[56.1 µM]	13µM*	25%
COc1cc(C(=O)Nc2ncccc2C)ccc1OCC(=O)N1CCOCC1	0%	-2%	·
COc1ccc(C(=O)N=c2c(C#N)cc3c(=O)n4cccc(C)c4nc3n2Cc2ccco2)cc1	2%	·	6%
COc1ccc(Cl)cc1NC(=O)c1c(NCc2ccc(C)o2)sc2c1CCCC2	2%	21µM*	·
COc1ccc2[nH]c(-c3ccc(C)cc3)cc(=O)c2c1	3%	16µM*	7%
COc1cccc(Oc2ccc(S(=O)(=O)N3CCOCC3)cc2[N+](=O)[O-])c1	0%	-16%	·
COc1ccc(N(C)C(=O)c2ccc3c(Cl)c4c(nc3c2)CCCC4)c(OC)c1	8%	-29%	-8%
COc1ccccc1C1(CC(=O)Nc2nccs2)CCOC(C(C)C)C1 (configuration not stated)	3%	4.6µM*	10%
COc1ccc(-c2cc(NCCc3ccncc3)n3ncnc3n2)cc1	7%	-20%	1%
CCCN1Cc2cccc(C(=O)NC(CC(=O)OCC)c3ccc(OCC)c(OC)c3)c2C1=O (configuration not stated)	5%	-16%	-7%
COc1ccc(OCCSc2nnc(-c3ccoc3C)n2C)cc1	3%	?	-3%

From PubChem

An excerpt. The share of hits here may be higher or lower than overall.
